Yeast eIF2B: eIF2B (yeast) activity modulation. 27,000 tested, 0.91% active. S. cerevisiae eIF2B-epsilon R284H, GCN4-lacZ luminescence. inhibition, % at 25 µM (by protocol). AID 688;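 active means mutant luminescence inhibited past about 50% while wild type luminescence and mutant growth stay under set limits, limit read from the data; inconclusive means mutant versus wild type luminescence inhibition gap past a set limit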; further: some compounds called inactive have numbers as strong as hits
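Assay system: yeast eIF2B-epsilon R284H mutant carrying GCN4–beta-galactosidase fusion / Buffer or medium: YPD / Incubation: 16 h growth with compound at 30 °C, 90 min Beta-Glo step / Detection: Beta-Glo luminescence after Z-buffer lysis, growth by 595 nm absorbance / Read-out: % inhibition of reporter signal and growth versus controls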
Yeast tox: Inhibitors of S. cerevisiae growth, toxicity. S. cerevisiae wild-type growth, A595 turbidity, 16 h. growth inhibition, % at 25 µM (by protocol). 30,000 tested, 0.3% active. AID 685;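 active means mutant and wild-type yeast strains alike exhibit over 30% growth inhibition; inconclusive means a strain exceeds 50% while the second remains under 30%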;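 further: 0% = untreated cell controls and 100% = YPD media blanks without cells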
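Incubation: 16 h growth with compound, 30 °C; Material: S. cerevisiae wild-type or eIF2Bepsilon-R284H mutant strain; Signal: turbidity measured as absorbance at 595 nm; Medium: YPD yeast growth medium; Measure: growth inhibition (%) versus cell controls and blanks; Doses: 25 µM single dose.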
Yeast tox inhibition %: second read-out of Yeast tox, no call of its own (marks repeat the call); growth inhibition, %; S. cerevisiae eIF2Bepsilon-R284H mutant growth, A595 turbidity, 16 h;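 each compound tested once at 25 µM; 0% equals untreated cells and 100% equals cell-free medium blanks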
Yeast eIF2B mutant toxicity: second read-out of Yeast eIF2B, no call of its own (marks repeat the call); growth inhibition, %; measured here: mutant yeast growth, toxicity;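 each compound tested once at 25 µM; zero equals untreated control growth and 100 equals blank medium absorbance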
Starred values were filed as active, the others as inactive; ? = inconclusive; · = no result given. These rows are one share of the data; count on the stated rates, not on these rows.

SMILES | Yeast eIF2B | Yeast eIF2B mutant toxicity | Yeast tox | Yeast tox inhibition %
Cc1ccc(C)c(S(=O)(=O)Nc2ccccc2C(=O)Nc2cc(C)on2)c1 | 33 | -45 | -46 | -45
Cc1c(C(=O)N2CCCc3ccccc32)oc2ccc(S(=O)(=O)N3CCOCC3)cc12 | -10 | -8 | -16 | -8
Cc1ccc(-c2cc(C(=O)NCc3cccs3)no2)cc1 | 3 | -14 | -25 | -14
O=C(Nc1ccc(Br)cc1)c1ccco1 | 17 | 20 | 27 | 20
O=C(CCN1C(=O)C2CC=C(Cl)CC2C1=O)NCc1ccco1 (stereo unspecified) | 10 | 4 | -5 | 4
Cc1nn(-c2cc(N3CCCC3)ccc2[N+](=O)[O-])c(=O)c2ccccc12 | · | · | 9 | 8
NC(=O)CSc1nnc(-c2cnccn2)n1-c1ccccc1 | -14 | · | · | ·
CC1CN(C2CCN(C(=O)c3ccccc3Cl)CC2)CC(C)O1 (stereo unspecified) | 7 | · | · | ·
C/C=C/c1ccc(OCCCNC)c(OC)c1 | · | · | -6 | 3
COc1ccc(OC)c(N(CC(=O)Nc2cccnc2)S(C)(=O)=O)c1 | 23 | 18 | 11 | 18
CCOC(=O)c1c(NC(=O)CSc2nnc(C)s2)sc2c1CCC(CC)C2 (stereo unspecified) | 3 | -6 | 1 | -6
CCCC(=O)Nc1nnc(-c2ccco2)s1 | 20 | 7 | 12 | 7
COc1ccc(CCNC(=O)CN(c2ccc(C)cc2)S(=O)(=O)c2c(C)noc2C)cc1OC | 22 | 7 | 22 | 7
Cc1cc(NC(=O)C2C3C(=O)N(Cc4ccc(Cl)cc4)C(C(=O)NC(C)(C)C)C34C=CC2(C)O4)no1 (stereo unspecified) | · | · | 24 | 11
CCOC(=O)C1CCCN(C(=O)c2cc(-c3ccc(C)cc3)on2)C1 (stereo unspecified) | -20 | · | 9 | 0
CCOC(=O)c1ccc(NC(=O)CC2COc3ccccc3O2)cc1 (stereo unspecified) | 3 | · | · | ·
Cc1cc2nn(-c3cccc4ccccc34)nc2cc1N | 30 | -21 | -14 | -21
CCOC(=O)C(CCCOc1cccc(CC)c1)C(=O)OCC | 20 | 8 | 24 | 8
COc1cc([C@H]2[C@@H]3CCCC[C@]3(O)CCN2CC(=O)Nc2ccc(C)cc2C)ccc1O | -15 | -5 | 17 | -5
O=C(Nc1ccccc1)c1ccc(NCc2ccco2)c(S(=O)(=O)N2CCOCC2)c1 | -24 | 19 | 24 | 19
CC1CN(c2oc(Cc3cccc4ccccc34)nc2C#N)CC(C)O1 (stereo unspecified) | 23 | -12 | -4 | -12
CCCC1CC(c2csc(N)n2)CCO1 (stereo unspecified) | 23 | · | 12 | 0
Cn1c(/N=C/c2ccc3c(c2)OCO3)nc2ccccc21 | 6 | 9 | -2 | 9
CCOC(=O)C1=C(C)NC2=C(C(=O)CCC2)C1c1ccsc1 (stereo unspecified) | 21 | -3 | 3 | -3
CC1CCCC(C)N1C(=O)c1cccc2c1-c1ccccc1/C2=N/O (stereo unspecified) | -17 | · | · | ·
O=C1C(=O)N(c2ccccc2)c2ccccc21 | 4 | 15 | 0 | 15
O=C(NCc1ccc(N2CCCC2=O)cc1)Nc1cccc(Cl)c1 | 17 | 15 | 0 | 15
CCC(c1nnc(SCC(=O)Nc2nnc(-c3ccccc3)o2)n1Cc1ccccc1)N(C)C (stereo unspecified) | 20 | · | 6 | 0
Cc1cc(Oc2ccc(Cl)cc2)nc(-c2ccccc2O)n1 | 8 | 8 | 13 | 8
O=C1CN(c2ccc(Br)cc2)C(=O)N1CC(=O)N1CCCc2ccccc21 | 26 | -14 | -11 | -14

Given in markdown: entries from further up
| Compound | Yeast eIF2B | Yeast eIF2B mutant toxicity | Yeast tox | Yeast tox inhibition % |
| --- | --- | --- | --- | --- |
| CC1CCCC(C)N1C(=O)c1cccc2c1-c1ccccc1/C2=N/O (stereo unspecified) | -17 | · | · | · |
| O=C1C(=O)N(c2ccccc2)c2ccccc21 | 4 | 15 | 0 | 15 |
| O=C(NCc1ccc(N2CCCC2=O)cc1)Nc1cccc(Cl)c1 | 17 | 15 | 0 | 15 |
| CCC(c1nnc(SCC(=O)Nc2nnc(-c3ccccc3)o2)n1Cc1ccccc1)N(C)C (stereo unspecified) | 20 | · | 6 | 0 |

In the list so far, three have an aryl thioether with sulfur outside any ring:
SMILES | Yeast eIF2B | Yeast eIF2B mutant toxicity | Yeast tox | Yeast tox inhibition %
NC(=O)CSc1nnc(-c2cnccn2)n1-c1ccccc1 | -14 | · | · | ·
CCOC(=O)c1c(NC(=O)CSc2nnc(C)s2)sc2c1CCC(CC)C2 (stereo unspecified) | 3 | -6 | 1 | -6
CCC(c1nnc(SCC(=O)Nc2nnc(-c3ccccc3)o2)n1Cc1ccccc1)N(C)C (stereo unspecified) | 20 | · | 6 | 0

Carrying on:
SMILES | Yeast eIF2B | Yeast eIF2B mutant toxicity | Yeast tox | Yeast tox inhibition %
CCOc1nc(C)nc(NC(=O)NS(=O)(=O)c2ccccc2Cl)n1 | 6 | 6 | 8 | 6
CCN(CC)CCn1c(O)c(N=O)c2ccccc21 | -3 | 14 | 7 | 14
Cc1cc(C)nc(SCNC(=O)c2ccc(Cl)cc2)n1 | 20 | -12 | 31 | -12
Cn1ccnc1-c1nc2ccccc2[nH]c1=O | · | · | 1 | 11
CC(=O)c1cccc(NC(=O)Nc2ccc(C(=O)N3CCOCC3)cc2)c1 | 5 | · | -7 | 0
COc1ccccc1CNc1nc2ccccc2n1CCN1CCCCC1 | 8 | -6 | ? | ·
CCCCNCc1cccn1-c1ccccc1 | 30 | 8 | -1 | 8
CCOc1ccc(CN(C)CC(=O)c2c(N)n(Cc3ccccc3)c(=O)n(CC)c2=O)cc1OC | 13 | -24 | 4 | -24
CCOC(=O)C1=C(c2ccccc2)N=C2SCC(=O)N2C1c1ccc(O)c(OC)c1 (stereo unspecified) | 14 | 16 | 20 | 16
COCCCN1CN(S(=O)(=O)c2ccc(Cl)cc2)c2nc3ccccc3nc21 | · | · | -9 | 4
O=C1c2ccccc2C(O)N1Cc1ccccc1 (stereo unspecified) | 19 | -6 | 3 | -6
COc1ccc(CCN(Cc2nc3ccccc3c(=O)[nH]2)C(=O)c2ccco2)cc1 | 14 | -38 | 8 | -38
COC(=O)c1cc(NC(=O)CCc2c(C)nc3ncnn3c2C)cc(C(=O)OC)c1 | 11 | -3 | -23 | -3
CC(C)CC(NC(=O)C(CC(C)C)NC(=O)OC(C)(C)C)C(=O)O (stereo unspecified) | 20 | 23 | 12 | 23
O=C(O)CC(C(=O)NCc1ccccc1)C1CCCO1 (stereo unspecified) | 15 | -14 | 5 | -14
Cc1ccc2nc(N/N=C\c3ccc([N+](=O)[O-])o3)nc(-c3ccccc3)c2c1 | · | · | -11 | 15
Cc1cc(=O)oc2c(CN(C)Cc3ccccc3)c(O)ccc12 | -5 | 4 | -2 | 4
O=C1CCCN1CCC1CCN(C2CC(=O)N(Cc3ccc(N4CCCC4=O)cc3)C2=O)CC1 (stereo unspecified) | -25 | · | · | ·
CCn1c(SCC(=O)OC2CCCCC2)nnc1-c1ccncc1 | 4 | -14 | 28 | -14
Cc1cccc(-c2noc(-c3ccccc3C(=O)NCC3CCCO3)n2)c1 (stereo unspecified) | 17 | 24 | 22 | 24
CCOC(=O)c1cc(C(O)(C(F)(F)F)C(F)(F)F)c(/N=C/N(C)C)o1 | 19 | -29 | 9 | -29
CCN(Cc1cc2ccccc2[nH]c1=O)C(=O)C(C)C | -12 | 8 | 10 | 8
O=C(COC(=O)CCS(=O)(=O)c1ccc(Cl)cc1)Nc1ncc(Cl)cc1Cl | -6 | · | 9 | 0
CCCCCc1ccc(CC(=O)Nn2c(C)nc3ccccc3c2=O)cc1 | · | · | 12 | 5
Nn1c(SCc2ccccc2)nnc1-c1ccccn1 | · | · | 16 | 15
O=C(CSC1=NCCN1)NC1CCCCCC1 | · | · | 6 | 13
CCOc1ccccc1NC=C1C(=O)OC2(CCCCC2)OC1=O | 15 | 8 | 0 | 8
COc1ccc(C(=O)n2nc(C)cc2Nc2ccccc2)cc1 | 1 | 13 | 12 | 13
CC(=O)Nc1c(C(=O)N2CCCCCC2)cnn1-c1ccccc1 | · | · | 16 | 15
CC1(C)OC(=O)N(c2ccccn2)C1(C)O (stereo unspecified) | 14 | 7 | 5 | 7
O=C(NCc1ccco1)c1cc2cc3ccc(Cl)cc3nc2o1 | -8 | -25 | -30 | -25
Cc1[nH]n2c(=O)c(C#N)c(-c3ccccc3)nc2c1-c1ccccc1 | 30 | -4 | 10 | -4
Cc1ccc(NC(=O)c2oc3ccc(S(=O)(=O)N4CCC5(CC4)OCCO5)cc3c2C)cc1C | 10 | 15 | 14 | 15
Cc1cc(=O)oc2cc(OCC3CC(c4ccc(Cl)cc4)=NO3)ccc12 (stereo unspecified) | 0 | 10 | -14 | 10
O=C1CCC([N+](=O)[O-])C(c2ccc(Cl)cc2Cl)N1 (stereo unspecified) | 17 | 22 | 12 | 22
CCCCN(CC)S(=O)(=O)c1ccc(C(=O)Nc2nnc(COC)o2)cc1 | -7 | 13 | 18 | 13
COc1cccc(Nc2nc(-c3ccc4c(c3)OCCO4)cs2)c1 | 10 | 10 | -2 | 10
C=CCn1c(-c2ccc3[nH]c(C)c(C)c3c2)n[nH]c1=S | -2 | -15 | 3 | -15
O=S(=O)(NCC(c1ccccc1)N1CCNCC1)c1ccc(Cl)cc1 (stereo unspecified) | -7 | -12 | 24 | -12
CC(C)Oc1ccc2nnnn2n1 | 18 | -3 | 0 | -3

Limited to Yeast eIF2B mutant toxicity, for some of the entries so far:
smiles | Yeast eIF2B mutant toxicity
Cc1ccc(NC(=O)c2oc3ccc(S(=O)(=O)N4CCC5(CC4)OCCO5)cc3c2C)cc1C | 15
C=CCn1c(-c2ccc3[nH]c(C)c(C)c3c2)n[nH]c1=S | -15

Following part
SMILES | Yeast eIF2B | Yeast eIF2B mutant toxicity | Yeast tox | Yeast tox inhibition %
CCSc1nnc(Cc2cc(=O)[nH]c(=O)[nH]2)n1-c1cc(C)ccc1C | 33 | -3 | -16 | -3
CS(=O)(=O)N1CCC(C(=O)Nc2ccccc2)CC1 | · | · | -8 | 15
Cc1cc(O)c(NC(=O)c2ccco2)cc1C | 9 | 4 | 11 | 4
CSc1nc2c(c(=O)n1-c1ccccc1)SCC2 | -37 | 5 | -15 | 5
O=C(O)CCNC(=O)c1cncc(Br)c1 | 24 | 18 | 19 | 18
COc1ccc(/C(N)=N/OC(=O)CSc2ccccc2)cc1 | 12 | 14 | 16 | 14
Cc1sc2nc(C3CC3)nc(NCCNS(C)(=O)=O)c2c1C | · | · | 18 | -3
O=C1c2cccnc2C(Nc2ccccc2)N1Cc1ccco1 (stereo unspecified) | 17 | 14 | 5 | 14
CC(=O)c1cn(CC(=O)Nc2ccccc2C)c2ccccc12 | 26 | · | 12 | 0
Cc1ccc(NC(=O)C2(N(C(=O)Cn3nnnc3N)c3ccc(C)cc3)CCCCC2)cc1 | 16 | 20 | 6 | 20
O=C(Nc1cccc(Cl)c1)c1ccncc1 | 35 | -3 | -6 | -3
Cc1ccoc1C(=O)NCc1occc1C(=O)O | -3 | -3 | 1 | -3
NS(=O)(=O)c1ccc(CNC(=O)NC23CC4CC(CC(C4)C2)C3)cc1 | 12 | -7 | -9 | -7
CCn1c(SCc2nc3ccccc3[nH]2)nnc1-c1cccs1 | 7 | 11 | -1 | 11
CCOC(=O)CNC(=O)c1nn(-c2ccc(OCC)cc2)c(=O)c2ccccc12 | 6 | -4 | -11 | -4
Cc1cc(NC(=O)CSc2ccc(-c3nc4cc(C)c(C)cc4[nH]3)cn2)no1 | · | · | -27 | -15
COC(=O)c1c(-c2cccnc2)csc1NC(=O)c1cc(C)on1 | 1 | 16 | 3 | 16
COC(=O)CSc1nnc(-c2cccs2)n1-c1ccc(Cl)cc1 | · | · | 9 | -4
FC(F)(F)c1cc(-c2cccs2)nc(-n2cc(Br)cn2)n1 | · | · | 4 | 3
C=CCOC(=O)C1=C(C)NC(SC)=C(C#N)C1c1ccc(OCC)cc1 (stereo unspecified) | 13 | 4 | 17 | 4
C=CCc1ccc(OCCCN2CCCC(C)C2)c(OC)c1 (stereo unspecified) | · | · | 13 | 5
O=c1cc(-c2ccccc2)nc(N2CCN(Cc3ccccc3)CC2)[nH]1 | 24 | -10 | 35 | -10
Cc1ccc(C)c(Cn2nnc3c(=O)[nH]c(C4CCCN(C(=O)CC(C)C)C4)nc32)c1 (stereo unspecified) | 27 | 10 | 7 | 10
COc1ccc(NC(=O)c2c(SC)nsc2SC)cc1 | 20 | -27 | -12 | -27
O=C(Cn1c(-c2cncs2)nc2ccccc21)NCc1ccccc1 | 5 | 19 | 13 | 19
COC(=O)c1nn(-c2ccccc2)ccc1=O | 18 | 22 | 3 | 22
COC(=O)CN(C#N)c1nc(OC)nc(N(C)C)n1 | -5 | -2 | -1 | -2

Compound activity as filed in PubChem BioAssay.
